Assay outcomes deposited in PubChem BioAssay by National Center for Advancing Translational Sciences (NCATS).
RECQ1 helicase = inhibitors of human RECQ1 DNA helicase; P46063; RECQ1 DNA unwinding, red fluorescence kinetic read; Potency, µM (doses to about 57.3 µM), for inactives: top-dose activity, negative = inhibition, usual class: inhibitors; 240,000 tested, 0.54% active; AID 2549;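 note: plate controls were vehicle for no effect and no enzyme for full effect; nearly all actives have a fitted effect of over 30% in size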
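50 nM RECQ1T1 preincubated 15 min with compound in Tris pH 8.0 buffer with MgCl2, DTT, Tween-20 and 2.5 ug/ml poly(dI-dC); started with 200 nM TAMRA/BHQ-2 forked duplex and 2 mM ATP. Unwinding read as fluorescence (525/598 nm), two reads 2 h apart.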
TR SRC2 fluor cs = Texas Red fluorescence interference in TRb-SRC2 counter-screen; TRb/SRC2 Texas Red total fluorescence interference; Potency, µM (doses to about 106 µM), without a hit: top-dose fluorescence change, negative = quenching; 280,000 tested, 0.29% active; AID 1479; active = well fitted curve in either direction with a large enough effect; inconclusive = small, poorly fitted or top-dose-only effect
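Human TRb ligand-binding domain at 0.6 uM with 20 nM Texas Red SRC2 peptide in Tris buffer containing 1 uM T3 and 5% DMSO, incubated with compound 5 h at ambient temperature. Total fluorescence (555/632 nm) calculated as parallel + 2 × perpendicular.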
aGlu spleen mod = inhibits or activates alpha-glucosidase in human spleen homogenate | P10253 | human spleen homogenate, 4-MU-alpha-glucoside fluorescence | AID 2112 | Potency, µM (highest dose often 79.9 µM), for inactives: at the top dose activity change, negative = inhibition, most hits filed as inhibitors | 240,000 tested, 0.006% active;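 note: 0% = enzyme with vehicle and -100% = no enzyme basal signal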
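AC50 values come from Hill-equation fits of concentration-response data, normalized to no-enzyme and full-activity controls. Enzyme source: 1 ug human spleen homogenate; 1 mM fluorogenic 4-MU glucoside, pH 5.0 citrate buffer, 37 C, 40 min.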
GoLoco inh red = RGS12 GoLoco-Gai1 interaction inhibition; P63096; Gai1:RGS12 GoLoco peptide FP, rhodamine, 10 min; Potency, µM (highest dose often 61.6 µM), for the others: at the highest dose activity, negative = inhibition, hits mostly inhibitors; 230,000 tested, 0.44% active; active = well fitted inhibition curve with a large enough effect, not every such curve was filed as active; inactive = no such curve, though single readings can be large or run the other way; note: nearly all actives have a fitted effect of over 30% in size; many of its hits are not listed in these tables
GAA inh = blocks human lysosomal alpha-glucosidase. 200,000 tested, 0.005% active. purified human GAA, 4-MU-alpha-glucoside fluorescence. Potency, µM (highest dose often 76.9 µM), for inactives: top-dose activity change, negative = inhibition, usual class: inhibitors;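 note: plate controls were uninhibited enzyme wells for no effect and no-enzyme background for full effect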
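Human enzyme at 4 nM with 400 uM 4-methylumbelliferyl-alpha-D-pyranoside, citrate/phosphate buffer pH 5.0, 0.005% Tween-20, 20 min at room temperature. Compounds up to 77 uM. 4-MU fluorescence (Ex 365/Em 440) read after NaOH/glycine stop; AC50 from Hill fit.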
L3MBTL1 inh = inhibitors of human L3MBTL1; Q9Y468; AlphaScreen L3MBTL1–H3K9me1 peptide binding; Potency, µM (top dose mostly 57.1 µM), for inactives: top-dose activity, negative = inhibition, hits mostly inhibitors; 230,000 tested, 0.66% active; note: nearly all actives have a fitted effect of over 60% in size
Target sequence (Q9Y468 whole entry, looked up): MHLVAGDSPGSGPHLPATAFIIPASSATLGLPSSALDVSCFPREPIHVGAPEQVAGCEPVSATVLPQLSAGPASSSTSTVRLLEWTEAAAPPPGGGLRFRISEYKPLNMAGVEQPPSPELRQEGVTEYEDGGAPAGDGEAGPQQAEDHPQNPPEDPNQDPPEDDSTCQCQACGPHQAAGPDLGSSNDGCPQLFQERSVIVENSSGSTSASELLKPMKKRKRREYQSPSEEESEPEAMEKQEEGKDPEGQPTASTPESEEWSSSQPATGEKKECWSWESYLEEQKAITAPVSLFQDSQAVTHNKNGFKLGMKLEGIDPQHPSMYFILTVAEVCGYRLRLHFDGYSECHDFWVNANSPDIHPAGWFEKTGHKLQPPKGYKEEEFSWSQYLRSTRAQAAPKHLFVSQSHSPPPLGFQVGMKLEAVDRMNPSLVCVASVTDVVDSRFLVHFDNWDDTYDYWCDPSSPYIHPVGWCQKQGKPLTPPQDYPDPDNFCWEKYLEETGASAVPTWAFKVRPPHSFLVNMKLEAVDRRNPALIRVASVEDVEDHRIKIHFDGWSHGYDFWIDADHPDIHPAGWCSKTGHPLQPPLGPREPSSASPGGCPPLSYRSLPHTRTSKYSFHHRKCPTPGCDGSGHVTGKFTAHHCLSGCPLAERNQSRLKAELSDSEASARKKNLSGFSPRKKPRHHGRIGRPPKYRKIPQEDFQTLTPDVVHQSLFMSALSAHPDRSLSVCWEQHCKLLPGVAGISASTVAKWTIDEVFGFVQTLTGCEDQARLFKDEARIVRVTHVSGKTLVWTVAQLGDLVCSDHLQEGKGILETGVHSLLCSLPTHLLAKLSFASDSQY
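AlphaScreen assay: L3MBTL1 (50 nM final) was preincubated 30 min at room temperature with biotinylated H3(1-15)K9me1 peptide (75 nM final), then 30 min with library compounds; streptavidin donor and nickel chelate acceptor beads (10 ug/mL final) added, 30 min dark.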
TRb SRC2 PPI = TRbeta-SRC2 interaction inhibition; P10828; TRbeta-SRC2 peptide binding, fluorescence polarization; receptor liganded with 1 µM T3; Potency, µM (series often up to 106 µM), for the others: at the top dose activity change, negative = inhibition, actives largely listed as inhibitors; 280,000 tested, 0.065% active;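 note: plate controls were bound peptide for no effect and peptide without receptor for full effect; nearly all actives have a fitted effect of over 50% in size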
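Each compound concentration gave % activity, normalized to unbound and bound Texas Red SRC2 controls, from polarization read after 5 hr ambient incubation with T3-loaded human TRb LBD.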
GAA glycogen = GAA glycogen-cleavage inhibition or activation; 300,000 tested, 0.38% active; P10253; Potency, µM (series often up to 76.4 µM), for inactives: at the highest dose activity change, negative = inhibition, hits mostly inhibitors; AID 2100; recombinant GAA, glycogen substrate, Amplex Red glucose oxidase fluorescence;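 note: 0% = full enzyme reaction and -100% = no-enzyme basal signal; the screen sought inhibitors and activators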
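qHTS, 1536-well; enzyme 4 nM final; cpd up to 77 uM; substrate bovine liver glycogen 30 ug; 50 mM citrate/phosphate pH 5.0, 0.01% Tween-20; 37 C, 40 min; Amplex Red detection 45 min RT; Hill fit → AC50.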
Numbers without * were called inactive; i = inactive; ? = inconclusive; . = not tested or not shown; & = joins results of further samples; [ ] = remark or other dose. Unless noted, calls come from the whole dose curve; as a rule, active = well fitted curve in the direction sought with a large enough effect; inconclusive = small, poorly fitted or top-dose-only effect, or another doubt; inactive = no such curve, though single readings can be large; an effect the other way counts as inactive or inconclusive. Unless noted, % is set by controls: 0 for no effect and ±100 for the full control effect; potency is the fitted concentration of half-maximal effect.

1: COc1cccc(C(=O)/C=C/Nc2ccc(S(=O)(=O)Nc3nc(C)cc(C)n3)cc2)c1
2: CC(C)(C)c1ccc(OCCN2CCCC2)cc1
3: COc1ccccc1/C=C\C=N\n1c(C2CCCCC2)n[nH]c1=S
4: Cc1c(S(=O)(=O)c2ccccn2)c(N)n(Cc2ccccc2Cl)c1C
5: COc1ccc2c(c1)O[C@H](c1ccc3c(c1)OCO3)[C@@H](O)C2=O
6: Cn1c(=O)n(C)c2cc(S(=O)(=O)NCc3ccccc3)ccc21

assay / entry	1	2	3	4	5	6
RECQ1 helicase	-2%	-6%	i	-28%	-9%&-13%	i
TR SRC2 fluor cs	-2%	-2%	-1%	?	4%&0%	-2%
aGlu spleen mod	-3%	1%	-6%	12%	-6%&1%	0%
GoLoco inh red	1%	-3%	-18%	19%	118%&-5%[activator]	4%
GAA inh	-5%	-10%	-3%	.	1%	4%
L3MBTL1 inh	2%	.	-11%	.	9%	1%
TRb SRC2 PPI	-4%	-3%	-22%	-6%	9%&-2%	-10%
GAA glycogen	0%	3%	-18%	-24%	4%	6%

7: Fc1ccc(CNc2nc(-c3ccccc3)nc3ccccc23)cc1
8: O=C(COC(=O)/C=C/c1cccs1)Nc1ccccc1Cl
9: CCC(C)c1ccc2oc(-c3ccc(NC(=O)Cn4cnc5c(=O)n(C)c(=O)n(C)c54)cc3)nc2c1 (centres undefined)
10: CCNCc1cc(Cl)c(OCc2ccccc2)c(OCC)c1
11: Cc1nnc(SCC(=O)N2CCOCC2)s1
12: CC1(C)C(=O)Nc2ccccc2N1C(=O)CSc1nnc2ccccn12

assay / entry	7	8	9	10	11	12
RECQ1 helicase	i	-6%	-4%	26%	3%	-3%
TR SRC2 fluor cs	-2%	-1%	0%	1%	1%	0%
aGlu spleen mod	-11%	-5%	-8%	-9%	-1%	1%
GoLoco inh red	9%	-10%	-14%	10%	-2%	11%
GAA inh	-3%	-5%	-7%	3%	-9%	3%
L3MBTL1 inh	16%	13%	-2%	2%	1%	-21%
TRb SRC2 PPI	2%	-6%	-7%	12%	0%	2%
GAA glycogen	-8%	-3%	6%	10%	6%	5%

13: COc1ccccc1/C=C/C(=O)N1CCC(c2ccccc2)C1 (centres undefined)
14: O=C(O)c1ccc2c(=O)[nH]c(CN3CCOCC3)nc2c1
15: CCCn1c(SCC(=O)NC2CCCc3ccccc32)n[nH]c1=O (centres undefined)
16: N#CC(C#N)=C1NC2(CCCC2)Cc2ccccc21
17: CN(C)CCC1CCN(c2cc(C#N)c(C#N)cc2[N+](=O)[O-])CC1
18: O=C(NCc1nc2ncc(Br)cc2[nH]1)c1ccccc1

assay / entry	13	14	15	16	17	18
RECQ1 helicase	-2%	-9%	0%	-18%	i	i
TR SRC2 fluor cs	0%	-2%	-7%	2%	-1%	3%
aGlu spleen mod	-4%	-11%	1%	-7%	.	-2%
GoLoco inh red	10%	6%	10%	5%	3%	9%
GAA inh	0%	-6%	0%	-2%	-6%	-4%
L3MBTL1 inh	2%	.	-1%	5%	7%	-1%
TRb SRC2 PPI	-3%	-13%	-4%	3%	3%	-10%
GAA glycogen	-3%	1%	10%	-1%	9%	11%

19: Cc1ncc(S(=O)(=O)c2ccccc2)c(-c2ccccc2Cl)n1
20: COc1cc(C(N)=O)ccc1OCc1ccccc1
21: CC(=O)NC(Cc1ccc(C(C)C)cc1)C(=O)NC1CCN(C(=O)c2cccc(C)c2)CC1 (centres undefined)
22: CC(NC(=O)c1cc(-c2ccccc2)nc2ccccc12)C1CCCO1 (centres undefined)
23: CCOC(=O)c1cnc2c(OC)cccc2c1N1CCN(c2ccc(OC)cc2)CC1
24: Cc1nc2ccc(NC(=S)NCc3ccccc3)cc2nc1C

assay / entry	19	20	21	22	23	24
RECQ1 helicase	i	-10%	i	-6%	4%	10%
TR SRC2 fluor cs	-1%	0%	0%[53 µM]	0%	-1%	-2%
aGlu spleen mod	-9%	-4%	1%	1%	-8%	-4%
GoLoco inh red	-3%	3%	4%	15%	1%	8%
GAA inh	-8%	2%	8%	14%	-3%	5%
L3MBTL1 inh	.	.	9%	2%	-14%[11.4 µM]	1%
TRb SRC2 PPI	-19%	9%	3%[53 µM]	-1%	5%	-6%
GAA glycogen	7%	-5%	0%	8%	-6%	-21%

Reprinted at random: 2 compounds from above, in no set order.
23: CCOC(=O)c1cnc2c(OC)cccc2c1N1CCN(c2ccc(OC)cc2)CC1
20: COc1cc(C(N)=O)ccc1OCc1ccccc1

assay / entry	23	20
RECQ1 helicase	4%	-10%
TR SRC2 fluor cs	-1%	0%
aGlu spleen mod	-8%	-4%
GoLoco inh red	1%	3%
GAA inh	-3%	2%
L3MBTL1 inh	-14%[11.4 µM]	.
TRb SRC2 PPI	5%	9%
GAA glycogen	-6%	-5%

(next part)
25: Cc1cc(NC(=O)CN(C)S(=O)(=O)c2cccc(Cl)c2)no1
26: CC(C)Cc1c2c([nH]c(=S)c1C#N)CCCC2
27: CCOC(=O)Cc1csc(NC(=O)CCCN2C(=O)c3ccccc3C2=O)n1
28: COc1ccccc1N1CCN(C(=O)COc2ccc(S(=O)(=O)NC(C)(C)C)cc2)CC1
29: Cc1ccc(C)c(NC(=O)CSc2nnc(C)c(=O)n2N)c1
30: COc1cc(NC(C)=O)ccc1-c1cc2ccccc2oc1=O

assay / entry	25	26	27	28	29	30
RECQ1 helicase	-1%	-3%	-8%	-8%	1%	37%[activator]
TR SRC2 fluor cs	-3%	-1%	1%	-5%	-1%	-3%
aGlu spleen mod	1%	9%	-2%	-5%	1%	-4%
GoLoco inh red	-4%	2%	9%	6%	4%	13%
GAA inh	2%	-7%	0%	0%	3%	?
L3MBTL1 inh	-12%	-2%	.	2%	9%	-12%
TRb SRC2 PPI	2%	-5%	8%	-3%	-1%	-1%
GAA glycogen	8%	-9%	0%	7%	0%	-14%

31: C[C@H]1Cc2c(COc3ccccc3)nc3c(c2CO1)CN(C(=O)Cc1cccs1)CC3
32: CC(=O)C1C(c2ccc(O)cc2)NC(=O)NC1(O)C(F)(F)F (centres undefined)
33: N#Cc1c2ncn(CC(=O)c3ccc(Br)cc3)c(=O)c2c2n1CCC2
34: CCOc1ccccc1N1CCN(c2nc3ccccc3nc2C(C#N)C(=O)OC)CC1 (centres undefined)
35: COc1cc(OC)c(N(C)C(=O)CCNC(=O)Cn2cnc3ccccc3c2=O)cc1Cl
36: Cn1nc(OCC(N)=O)ccc1=O

assay / entry	31	32	33	34	35	36
RECQ1 helicase	-9%[11.5 µM]	i	-6%	11%	-9%	-1%
TR SRC2 fluor cs	-5%[11.2 µM]	-3%	2%	1%[53 µM]	-2%&-1%	-4%
aGlu spleen mod	-20%[17.4 µM]	7%	4%	0%	-2%	-2%
GoLoco inh red	11%[14.2 µM]	5%	11%	1%	5%	-3%
GAA inh	.	.	-4%	6%	?	2%
L3MBTL1 inh	.	.	-2%	-3%	7%[11.4 µM]	3%
TRb SRC2 PPI	1%[11.2 µM]	2%	4%	-14%[53 µM]	-3%&8%	-6%
GAA glycogen	.	-2%	-8%	4%	4%	2%

37: CC(NC(=O)c1cc(=O)[nH]c2ccc(Br)cc12)c1ccccc1 (centres undefined)
38: Cc1cccc(NC(=O)C2CCCN(c3nc(C)cc(C)n3)C2)c1 (centres undefined)
39: COCCN(CCOC)S(=O)(=O)c1ccc(C(=O)Nc2nnc(COC)o2)cc1
40: COc1ccccc1N1CCN(C2CCN(C(=O)COc3ccccc3)CC2)CC1
41: O=C1c2ccccc2C(=O)N1n1cccc1
42: CC(=O)Nc1ccc(S(=O)(=O)NC(CC(=O)O)c2ccc(OC(C)C)cc2)cc1 (centres undefined)

assay / entry	37	38	39	40	41	42
RECQ1 helicase	-2%	-5%	-5%	i	i	i
TR SRC2 fluor cs	-2%	-8%	-3%	0%	4%	0%
aGlu spleen mod	7%	7%	.	4%	0%	10%
GoLoco inh red	-3%	-19%	10%	-4%	10%	-4%
GAA inh	-3%	-19%	-1%	-10%	0%	-14%
L3MBTL1 inh	9%	36%	-17%	-1%	2%	0%
TRb SRC2 PPI	1%	-6%	-3%	-5%	-4%	2%
GAA glycogen	-5%	-3%	1%	16%	-9%	2%

43: O=C(CSc1nnc2sc3ccccc3n12)c1ccco1
44: O=C(CSc1nc2ccccc2o1)N/N=C/c1ccc(O)c(O)c1
45: Brc1ccc(-n2cc(-c3ccccc3)c3c(NN4CCOCC4)ncnc32)cc1
46: Cc1ccc(S(=O)(=O)NNC(=O)C2CCN(Cc3ccccc3)CC2)cc1
47: COc1ccc(S(=O)(=O)NCCC(=O)NC2CCCCCCC2)cc1
48: COCCCn1nnnc1SCC(=O)Nc1ccc2c(c1)OCCO2
49: Cc1ccc(-c2cc(-c3n[nH]c(=S)n3C)c3ccccc3n2)cc1
50: Cc1cc(OCC#N)nc(N)n1

assay / entry	43	44	45	46	47	48	49	50
RECQ1 helicase	-2%	-12%	-8%	-2%	i	i	-12%	-10%
TR SRC2 fluor cs	-3%	-4%	-5%	-3%	3%	-3%	-2%	-2%
aGlu spleen mod	-6%	-2%	-9%	-3%	-1%	3%	-8%	1%
GoLoco inh red	13%	-10%	.	7%	8%	-8%	-2%	14%
GAA inh	5%	.	-3%	9%	0%	-9%	?	6%
L3MBTL1 inh	4%	.	-7%	-5%	3%	12%	-10%	2%
TRb SRC2 PPI	1%	3%	3%	0%	-13%	-3%	9%	-7%
GAA glycogen	-3%	?	-10%	0%	4%	0%	-26%	6%

Profiles as entered above. Screens in order: RECQ1 helicase | TR SRC2 fluor cs | aGlu spleen mod | GoLoco inh red | GAA inh | L3MBTL1 inh | TRb SRC2 PPI | GAA glycogen
C[C@H]1Cc2c(COc3ccccc3)nc3c(c2CO1)CN(C(=O)Cc1cccs1)CC3 is listed with -9%[11.5 µM] | -5%[11.2 µM] | -20%[17.4 µM] | 11%[14.2 µM] | . | . | 1%[11.2 µM] | .
COCCN(CCOC)S(=O)(=O)c1ccc(C(=O)Nc2nnc(COC)o2)cc1 is listed with -5% | -3% | . | 10% | -1% | -17% | -3% | 1%
N#CC(C#N)=C1NC2(CCCC2)Cc2ccccc21 is listed with -18% | 2% | -7% | 5% | -2% | 5% | 3% | -1%

A portion of the library. The share of hits here may be higher or lower than overall.
